High-throughput results (PubChem)
Vif-A3G inh = Vif-A3G binding inhibition. 410,000 compounds, 0.076% hits. Potency, µM (top dose mostly 46.1 µM), inactives show top-dose activity, negative = active, hits mostly inhibitors. Q9HC16. AID 602310. HeLa A3G-eYFP + Vif (tagged APOBEC3G with the HIV-1 protein that degrades it), YFP fluorescence, overnight;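 note: potency is the fitted concentration of half-maximal effect; % is set by controls: 0 for no effect and ±100 for the full control effect; nearly all actives have a fitted effect of over 60% in size; hits raise eYFP signal because A3G escapes Vif-driven loss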
Target sequence (Q9HC16 whole entry, looked up): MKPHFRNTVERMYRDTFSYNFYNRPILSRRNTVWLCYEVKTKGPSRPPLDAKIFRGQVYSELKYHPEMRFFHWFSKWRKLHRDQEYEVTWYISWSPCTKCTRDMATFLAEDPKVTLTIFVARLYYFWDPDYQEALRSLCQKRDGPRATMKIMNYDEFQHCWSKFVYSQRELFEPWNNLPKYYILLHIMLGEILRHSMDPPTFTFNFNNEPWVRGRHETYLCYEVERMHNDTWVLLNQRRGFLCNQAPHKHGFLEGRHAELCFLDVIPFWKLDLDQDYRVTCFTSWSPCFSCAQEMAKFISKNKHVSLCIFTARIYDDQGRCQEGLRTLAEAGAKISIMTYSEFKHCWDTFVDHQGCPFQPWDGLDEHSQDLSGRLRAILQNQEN
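Read-out is eYFP fluorescence (Ex 488/Em 500-530) from Vif-expressing HeLa A3G-eYFP cells; more signal means A3G escaped Vif-mediated degradation. Cells plated overnight, compound pinned in, incubated overnight at 37 deg C.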
Vif-APOBEC3F blk = inhibitors of Vif-A3F interaction; HeLa A3F-eYFP + Vif (tagged APOBEC3F with the HIV-1 protein that degrades it), YFP fluorescence increase; 390,000 compounds, 0.2% hits; Potency, µM (series often up to 46.1 µM), inactives show at the highest dose activity, negative = active; note: potency is the fitted concentration of half-maximal effect; % of control where 0% means no effect; nearly all actives have a fitted effect of over 65% in size
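HeLa cells stably expressing Vif plus C-terminally eYFP-tagged A3F were seeded, incubated overnight at 37 deg C, dosed with compound, incubated overnight again at 37 deg C. Yellow fluorescence (Ex 488/Em 500-530) reported blocked Vif-mediated A3F-eYFP degradation.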
GRP78 ERSR act = inducers of ER stress response in human glioma cells. U87-MG GRP78 promoter luciferase reporter, 16 h. Potency, µM, inactives show at the highest dose activation, most hits filed as activators. 420,000 compounds, 0.02% hits. AID 602332; note: potency is the fitted concentration of half-maximal effect; series mostly up to about 76 µM; % of control where 0% means no effect; nearly all actives have a fitted effect of over 35% in size
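Stably transfected U87-MG glioma cells carrying a GRP78-based luciferase sensor; 16 h compound incubation. Luminescence end-point read 10 min after Bright-Glo addition at room temperature.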
RXFP1 agonist = agonists of human relaxin receptor RXFP1; Q9HBX9; HEK293T-RXFP1 cAMP TR-FRET, 30 min; response scale: percent of porcine relaxin response, buffer zero; Potency, µM (doses to about 57.5 µM), without a hit: top-dose activation, most hits filed as activators; 370,000 compounds, 0.3% hits; AID 2676; note: potency is the fitted concentration of half-maximal effect; % is set by controls: 0 for no effect and ±100 for the full control effect; nearly all actives have a fitted effect of over 60% in size; many of its hits are not listed in these tables
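Agonist response is measured as cAMP accumulation in an RXFP1-transfected HEK293T line under PDE4 inhibition. Values are scaled between buffer-only and 29 nM porcine relaxin, and EC50s come from standard Hill equation fits.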
D1 agonist = agonists of human D1 dopamine receptor; P21728; HEK293 T-REx D1 cells, calcium flux, agonist mode; activation, % at 2 µM; 360,000 compounds, 1% hits; in the data active = activation above about 30%; note: 0% is about no effect
Target sequence (P21728 whole entry, looked up): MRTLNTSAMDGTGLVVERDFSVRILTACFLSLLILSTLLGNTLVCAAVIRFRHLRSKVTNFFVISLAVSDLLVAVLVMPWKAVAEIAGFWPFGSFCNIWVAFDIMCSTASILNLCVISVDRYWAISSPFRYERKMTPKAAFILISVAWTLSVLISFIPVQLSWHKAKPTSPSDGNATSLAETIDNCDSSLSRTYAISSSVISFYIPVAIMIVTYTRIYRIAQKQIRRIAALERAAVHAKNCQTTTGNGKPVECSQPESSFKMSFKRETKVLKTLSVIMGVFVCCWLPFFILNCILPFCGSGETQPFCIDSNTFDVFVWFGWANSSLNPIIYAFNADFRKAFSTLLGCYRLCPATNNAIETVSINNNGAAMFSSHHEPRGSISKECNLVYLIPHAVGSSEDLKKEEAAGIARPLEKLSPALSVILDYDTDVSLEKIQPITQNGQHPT
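Inducible HEK293 T-REx D1 cells, force-coupled to calcium signalling, were plated at 4000 cells/well with tetracycline and held overnight at 30 C. After no-wash calcium dye loading, compound-evoked calcium rise over 180 s flagged agonists.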
D1 antagonist = blocks dopamine activation of the human D1 receptor | P21728 | HEK293 TREx D1 cells, calcium flux, dopamine EC80; hits give low values | activity change, negative = inhibition, % at 10 µM | 360,000 compounds, 3.2% hits; in the data active = activity change below about -30%; note: % is set by controls: 0 for no effect and ±100 for the full control effect
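Kinetic fluorescence of a calcium dye serves as the read-out. D1-expressing Hek293 Trex cells, induced overnight at 30 C, are exposed to compound for 180 s before an EC80 dopamine addition, then read 180 s further.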
D2 PAM = D2 dopamine receptor (human) potentiation; P14416; HEK293 T-REx D2, calcium flux, EC20 dopamine potentiation; potentiation, % at 10 µM; 340,000 compounds, 0.34% hits;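 active = potentiation over 3 SD above the plate norm, cut at about 30% in these data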; note: 0% is about no effect
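Using a no-wash calcium dye in inducible, force-coupled HEK293 Trex cells expressing D2, we tracked fluorescence each second for 180 s after compound, then for 180 s after EC20 dopamine to detect augmented signalling.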
D1 PAM = enhances dopamine response at the human D1 receptor; P21728; potentiation, % at 10 µM; HEK293 TREx D1 cells, calcium flux, dopamine EC20 potentiation; AID 504651; 360,000 compounds, 0.036% hits; in the data active = potentiation above about 30%; note: 0% is about no effect
LDHA inh = LDHA (human) enzyme inhibition; activity change, % (values are at about 110 or 230 µM); P00338; 480,000 compounds, 0.15% hits; purified LDHA, NADH/diaphorase-resazurin fluorescence; hits give low values; AID 1347041; in the data active = activity change below about -30%; inconclusive = mostly about -25% to -30%;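 note: plate controls were DMSO wells for no effect and wells without enzyme for full effect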
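Resorufin fluorescence (ex540/em590), read at 0 and 20 min after diaphorase/resazurin addition, reports the NADH left after a 5 min room-temperature reaction of 2 nM human LDH5 with 0.06 mM NADH and 0.2 mM pyruvate.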
The depositor's hits bear a star; ? = inconclusive; . = not tested or not shown; & = joins results of further samples. Unless noted, calls come from the whole dose curve; as a rule, active = well fitted curve in the direction sought with a large enough effect; inconclusive = small, poorly fitted or top-dose-only effect, or another doubt; inactive = no such curve, though single readings can be large; an effect the other way counts as inactive or inconclusive.

mol	Vif-A3G inh	Vif-APOBEC3F blk	GRP78 ERSR act	RXFP1 agonist	D1 agonist	D1 antagonist	D2 PAM	D1 PAM	LDHA inh
COc1ccc(C(=O)CCNc2ccc3c(c2)OCCO3)cc1	-1%	1%	2%	-1.1%	5	4	-6	6	-11
CC(=O)Nc1ccc(Oc2cncc(Cl)c2)nc1	1%	-4%	4%	4.5%	3	5	-4	-1	5
COc1ccc(Nc2c(-c3ccc(C)o3)nc3cc(C)ccn23)cc1	-3%	-22%	-5%	15%	0	0	15	1	-2
O=C(Nc1ccncc1)c1ccc(C(=O)Nc2ccncc2)cc1	0%	-10%	-4%	22%	2	-5	0	-3	-8
COc1ccc(N(CCCN2C(=O)c3cccc4cccc(c34)C2=O)C(=O)c2cccc(OC)c2)cc1	-4%	4%	1%	-1.3%	2	11	12	-9	1
O=C(Cn1cnnn1)NCc1ccccc1	-2%	1%	-3%	-1.7%	7	0	-3	4	-13
COCCNC(=O)c1cc(-c2cccnc2)nc2ccc(Br)cc12	0%	-7%	2%	25%	1	14	0	-7	0
COC(=O)c1cc(S(=O)(=O)NCC2CCN(Cc3ccc(F)cc3)CC2)c[nH]1	-1%&3%	0%&0%	-1%&0%	-0.2%&-3.8%	-1&3	6&16	-5&-1	-6&2	-3&-9
COc1cccc(/C=C(/C(=O)OCC(=O)NC2CCCCCCC2)c2ccccc2)c1	4%	3%	0%	0.5%	20	-8	-8	0	-11
CN(C(=O)c1ccccc1)C1(C)CCS(=O)(=O)C1 (centres undefined)	-5%	0%	1%	0.9%	4	10	9	-5	-10
O=C(Cn1cccc1)N1CCN(c2ccc(F)cc2)CC1	-2%	6%	-2%	0.6%	3	-12	2	2	-4
COc1cc(/C=N/NC(=O)CCc2c(C)n[nH]c2C)ccc1O	-4%	2%	-2%	-0.1%	1	14	2	-1	-3
CC(C)C(=O)Nc1nnc(Cc2ccccc2)s1	-5%	-1%	-1%	-0.2%	1	-4	6	-1	-3
CCOC(=O)c1c(NC(=O)CN2CCN(c3ccc(Cl)cc3)CC2)sc(C)c1C	-2%	-2%	-2%	-2.3%	3	-5	5	1	3
O=C1CC(c2ccco2)CC(O)=C1C=Nc1cc(Cl)cc(Cl)c1 (centres undefined)	-2%	-1%	0%	0.7%	-1	.	-9	-3	3

Continued, overlapping the part above by 2 compounds.
mol	Vif-A3G inh	Vif-APOBEC3F blk	GRP78 ERSR act	RXFP1 agonist	D1 agonist	D1 antagonist	D2 PAM	D1 PAM	LDHA inh
CCOC(=O)c1c(NC(=O)CN2CCN(c3ccc(Cl)cc3)CC2)sc(C)c1C	-2%	-2%	-2%	-2.3%	3	-5	5	1	3
O=C1CC(c2ccco2)CC(O)=C1C=Nc1cc(Cl)cc(Cl)c1 (centres undefined)	-2%	-1%	0%	0.7%	-1	.	-9	-3	3
COC(=O)c1ccc(Oc2nc(NC(C)C)nc(SC)n2)cc1	2%	2%	-1%	0.1%	5	-9	-5	-11	-5
COc1ccccc1CNC(=O)CCCNC(=O)Cn1cnc2sc(C)c(C)c2c1=O	2%	-10%	-5%	7.3%	3	4	2	-12	-6
CN1OC[C@@H]2CN(Cc3cc(Cl)cc(Cl)c3)[C@H](c3cccc(Oc4ccccc4)c3)C[C@@H]21	-4%	7%	-2%	.	.	.	.	.	5
CNC(=O)c1sc2ncccc2c1-n1cccc1	-2%	3%	-3%	8.4%	3	8	13	-2	-1
Cn1ccc2cc(S(=O)(=O)N3CCN(C(=O)Nc4ccccc4F)CC3)ccc21	0%	-1%	-3%	0.5%	-1	3	-1	3	3
COc1ccccc1NC(=O)Cn1c(=O)n(Cc2cccs2)c(=O)c2cccnc21	-2%	-9%	-3%	2.5%	2	-2	-7	-4	-6
CC(C)C(=O)Nc1ccc(Br)cc1Cl	-9%	-13%	1%	1.7%	1	.	0	1	-3
O=C1N[C@@H](Cc2ccccc2)COC(=O)[C@H](Cc2ccc(F)cc2)CC/C=C/C[C@H]1CC(=O)N(CCO)Cc1ccccc1	-4%	-7%	-7%	.	.	.	.	.	0
CC(=O)Nc1ccc(S(=O)(=O)N/N=C/c2ccc(C)o2)cc1	1%	-6%	-4%	-0.2%	7	13	-2	3	-4
COc1ccccc1C(=O)Nc1ccc(C(=O)OCc2cc(=O)n3nc(C4CC4)sc3n2)cc1	2%	2%	-2%	?	0	11	5	0	1
CCc1ccc(-c2cc(C(F)(F)F)n3nc(C(=O)Nc4c(C)nn(Cc5ccccc5Cl)c4C)cc3n2)s1	1%	-2%	-6%	2.2%	2	-10	-4	-4	-9
O=C(CNS(=O)(=O)c1ccccc1)NCC(=O)OCc1ccc(Br)cc1	1%	6%	-2%	-0.9%	2	-2	11	5	-1
CCc1ccc(NC(=O)Cn2nnc(C(=O)Nc3cc(C)ccc3OC)c2N)cc1	-8%	1%	-1%	0.7%	2	-6	-4	4	-20
COc1cc(OC)c(Nc2ncnc3onc(-c4cccc(Cl)c4)c23)cc1Cl	2%	-5%	-2%	-0.5%	1	4	7	-1	-6
CC(C)c1ccc(NC(=O)COC(=O)Cn2cnc3c2c(=O)n(C)c(=O)n3C)cc1	-2%	-9%	0%	.	.	.	.	.	5&-1

Other records follow.
mol	Vif-A3G inh	Vif-APOBEC3F blk	GRP78 ERSR act	RXFP1 agonist	D1 agonist	D1 antagonist	D2 PAM	D1 PAM	LDHA inh
CNC(=O)CSc1nc2ccccc2c(=O)n1C1CCCCC1	7%	4%	-1%	0.0%	0	-2	9	-2	2
Cc1c(C(=O)NC2CCN(Cc3ccccc3)C2)oc2ccc(Br)cc12 (centres undefined)	2%	3%	-1%	-0.1%	4	14	-25	-7	3
O=C(CN1CCOCC1)Nc1ccccc1NC(=O)C1CCN(c2ncccn2)CC1	1%	4%	-4%	2.0%	2	-2	4	0	-4
COc1ccccc1CNc1ccc(-c2nc(-c3ccccn3)no2)cc1[N+](=O)[O-]	0%	?	-2%	-2.7%	9	9	1	0	0
N=c1c(C(=O)NC2CCCCC2)cc2c(=O)n3ccccc3nc2n1Cc1ccccc1	1%	-17%	0%	5.5%	4	3	-15	4	-2
Cc1ccc(-c2nc3ccccc3c(=O)o2)cc1	-2%	-13%	2%	0.6%	0	-16	-6	1	-2
CCOC(=O)C1CCN(C(=O)COC(=O)CSc2ccc([N+](=O)[O-])cc2)CC1	0%	5%	-3%	-1.7%	4	-11	-2	-2	-9
N#Cc1ccsc1NC(=O)C1CCN(S(=O)(=O)c2cccs2)CC1	0%	3%	-4%	0.0%	11	-13	12	-2	-10
CCCCCCCCOC(=O)C(NC(=O)CCC(=O)Nc1ccc(S(N)(=O)=O)cc1)C(O)c1ccccc1 (centres undefined)	0%	-2%	-3%	-1.4%	-1	.	2	1	-4
O=[N+]([O-])c1ccc2nc(C3CCCCC3)[nH]c2c1	-8%	8%	7%	1.1%	2	-6	-4	-10	-1
CCOC(=O)c1ccc(NC(=O)CN2C(=O)CSCC2=O)cc1	-10%	-12%	3%	0.1%	0	0	9	-7	-2
Cc1cc(C)cc(-n2c(C)cc(C(=O)C(=O)Nc3ccccc3F)c2C)c1	1%	-4%	1%	-1.0%	1	4	-12	-3	-1
O=C(Cc1cccc2ccccc12)Nc1ccc(OC(F)F)c(Cl)c1	-1%	-1%	-4%	-0.7%	10	-12	-35	-3	-4
COc1ccc(NC(=O)c2cccc(N3CCCS3(=O)=O)c2)cc1	-4%	-2%	-2%	-0.7%	1	-5	-1	0	-3
CCOc1ccc(C2CC(c3cccc(OC)c3)Nc3ncnn32)cc1 (centres undefined)	-4%	-5%	-2%	2.3%	5	10	5	2	-2

Other records follow.
mol	Vif-A3G inh	Vif-APOBEC3F blk	GRP78 ERSR act	RXFP1 agonist	D1 agonist	D1 antagonist	D2 PAM	D1 PAM	LDHA inh
O=C(Cn1c(=O)ccc2cc(S(=O)(=O)N3CCCC3)ccc21)NCc1ccc(F)cc1	2%	5%	-4%	-0.2%	0	-2	-10	-4	7
COc1ccc(-c2c(C)c3ccc(O)cc3oc2=O)cc1OC	1%	-2%	-2%	7.0%	0	7	10	1	0&-6
CCC(C(=O)Nc1ccc(C(=O)Nc2ccccc2C(=O)O)cc1)c1ccccc1 (centres undefined)	-6%	-7%	-6%	0.0%	2	-65*	20	-5	-13
CCOc1ccc(N2C(=O)CC(N3CCc4ccccc43)C2=O)cc1 (centres undefined)	0%	-12%	-2%	2.6%	1	1	-5	-4	-12
Cc1ccc(-n2ncc3c(N4CCC(C(N)=O)CC4)ncnc32)cc1	-2%	-1%	0%	17%	-2	-28	8	-1	-5
COc1cscc1C(N)=O	3%	7%	2%	-1.4%	2	-13	0	-4	0
O=C(O)c1cc(=O)c2ccccc2[nH]1	2%	1%	-4%&-1%&-4%&4%&0%&-3%	0.6%	2	-7	-2	2	8
COc1ccc(N2CCN(c3ccc(NC(=O)NN)cc3)CC2)cc1	0%	3%	-1%	-0.3%	4	3	1	0	-1
COc1cc(OC)c2c(-c3ccccc3)cc(=O)oc2c1C(CCN1CCCC(C)C1)c1ccc(N(C)C)cc1 (centres undefined)	2%	0%	-6%	0.0%	22	1	-24	-8	1
COCCNC(=O)c1onc(CS(=O)(=O)c2cc(C)cc(C)c2)c1C(=O)NCCOC	0%	3%	-1%	-0.2%	0	-6	-1	-7	-4
CN(C1CCCCC1)S(=O)(=O)c1cccc(C(=O)OCC(=O)NC2CCCc3ccccc32)c1 (centres undefined)	0%	5%	-3%	-0.4%	9	16	13	-2	-2
C=CCN(c1ccccc1OC)S(=O)(=O)c1cccc(C(=O)NCC(c2ccc(OC)cc2)N2CCCC2)c1 (centres undefined)	1%	2%	-2%	.	.	.	.	.	0
O=C(OCc1ccc(-c2ccccc2)cc1)c1cccc(O)c1	-8%	-6%	10%	0.3%	3	-9	.	-2	0
N#CC1C(=O)NC(N2CCN(c3ccccc3)CC2)=NC12CCCCC2 (centres undefined)	1%	-1%	-4%	0.4%	1	-20	-6	-2	3

Some of the compounds tested. The share of hits here may be higher or lower than overall.
